CCT modulator – changes cytosolic chaperonin activity. purified chaperonin ATPase assay, HTRF ADP detection, 30 min. activity change, % (test concentration not listed), hits read low. hit rate 0.3% among 360,000; in the data active = activity change below about -30%; also: % is scaled to controls: 0 for no effect and ±100 for the full control effect
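We incubate TRiC, 40 or 20 nM final, with library compounds at 76 uM and 10 uM ATP for 30 min at 37 °C. ADP formed is detected with Transcreener HTRF reagents after 30 min at room temperature.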
Mm-Cpn inhibitor – blocks the Methanococcus maripaludis chaperonin Mm-Cpn | hit rate 0.031% among 330,000 | Potency, µM (titrated, usually from 76.9 µM), without a hit: top-dose activity, negative = inhibition, most hits filed as inhibitors | purified Mm-Cpn ATPase, ADP Transcreener TR-FRET; also: potency is read from the fitted curve at half-maximal effect; % is scaled to controls: 0 for no effect and ±100 for the full control effect; nearly all actives have a fitted effect of over 80% in size
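TR-FRET (320 nm excitation; 590 and 665 nm emission) reports ADP made from 10 uM ATP by 25 nM enzyme; compounds were preincubated 10 min, reaction run 30 min, both at 37°C.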
ATXN viability – reduces viability in counter-screen for ATXN expression inhibitors | hit rate 0.49% among 400,000 | Potency, µM (top dose mostly 56.7 µM), usual class: cytotoxic | S2 cells (HEK-293 line with an ATXN2-luciferase reporter) viability, CellTiter-Fluor protease fluorescence, 24 h; also: potency is read from the fitted curve at half-maximal effect; nearly all actives have a fitted effect of over 40% in size
HepG2 viability – HepG2 cytotoxicity, counter-screen for TGF-b inhibitors. HepG2 CAGA-GFP viability, ATP luminescence, 18 h. Potency, µM (series often up to 46.1 µM), for inactives: at the highest dose activity change, negative = cytotoxicity, actives largely listed as cytotoxic. hit rate 0.76% among 410,000. AID 588856; also: potency is read from the fitted curve at half-maximal effect; some results filed as inactive show a strong effect at the top dose
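HepG2 CAGA-GFP cells (1000/well, DMEM with 1% FBS) received compound, then TGF-beta at 500 pg/mL final, and were incubated 18 hours at 37 degrees C. Viability was read by CellTiter-Glo luminescence. Media-only wells were set as complete cell-killing and DMSO as no toxicity.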
Nrf2 ARE act – activators of Nrf2 (ARE) signaling. AREc32 ARE-luciferase reporter (MCF7-derived line), luminescence, 24 h. Potency, µM (highest dose often 46.1 µM), without a hit: top-dose activation, usual class: activators. hit rate 0.31% among 410,000. AID 624171; also: potency is read from the fitted curve at half-maximal effect; % of control where 0% means no effect; nearly all actives have a fitted effect of over 65% in size
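Luciferase luminescence (Steady-Glo, 30 min at room temperature) served as the read-out of ARE activation in AREc32 cells treated with compounds for 24 hr at 37 deg C.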
TGFb inhibitor – inhibitors of TGF-b signaling. HepG2 CAGA-GFP TGF-b/SMAD3 reporter, GFP fluorescence, 18 h; TGF-beta stimulated, 500 pg/mL final. Potency, µM (top dose mostly 46.1 µM), inactives show top-dose activity, negative = inhibition, actives largely listed as inhibitors. hit rate 1.2% among 410,000. AID 588855; also: potency is read from the fitted curve at half-maximal effect; % is scaled to controls: 0 for no effect and ±100 for the full control effect; nearly all actives have a fitted effect of over 65% in size
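GFP signal (ex488/em500-530) from TGF-beta-stimulated HEPG2 CAGA-GFP cells, 500 pg/mL final, 18 h at 37 degrees C in DMEM plus 1% FBS, normalized to unstimulated and DMSO-stimulated controls.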
Akt phos inh – blocks phosphorylation of Akt | activity change, % for hits at 50 µM | hit rate 0.32% among 360,000 | Neuro2A IGF-stimulated pAkt S473 HTRF, 20 min; stronger effect = lower value; in the data active = activity change below about -80%; inconclusive = mostly about -51% to -80%; also: % is scaled to controls: 0 for no effect and ±100 for the full control effect
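Single-point screen (50 µM final compound) in Neuro2A cells stimulated 20 min with 6 nM IGF at 37 deg C. After lysis, Ser473-phosphorylated Akt read by HTRF (ex 330 nm, em 615/665 nm) as the 665/615 ratio.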
Nrf2 inh – blocks Nrf2 signaling | A549 ARE-Fluc reporter, luciferase luminescence, 18-24 h | Potency, µM (doses to about 46 µM), for the others: at the highest dose activity change, negative = inhibition, hits mostly inhibitors | hit rate 2.1% among 360,000; also: potency is read from the fitted curve at half-maximal effect; % is scaled to controls: 0 for no effect and ±100 for the full control effect; nearly all actives have a fitted effect of over 60% in size
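Nrf2 function is reported as luminescence of an ARE-controlled luciferase in A549 cells. Compounds were tested at several concentrations, and a CellTiter-Fluor read on the same wells flagged cytotoxicity.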
A549 tox – kills or reduces viability of A549 cells in Nrf2 counter-screen; hit rate 0.16% among 390,000; AID 504648; Potency, µM (highest dose often 46 µM), inactives show at the top dose activity change, negative = cytotoxicity, most hits filed as inhibitors; A549 ARE-Fluc cells, CellTiter-Fluor viability, 18-24 h; also: potency is read from the fitted curve at half-maximal effect; % is scaled to controls: 0 for no effect and ±100 for the full control effect
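Cytotoxicity counterscreen: CellTiter-Fluor fluorescence was measured in A549 ARE_Fluc cells after 18-24 h of compound exposure in a concentration series. The subsequent BugLite luminescent read reports ARE-luciferase activity.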
An asterisk follows results filed as active; i = inactive; u = inconclusive; x = no result given; & = joins results of further samples; [ ] = another dose, or the depositor's remark. Unless noted, calls follow the shape of the dose curve; as a rule, active = well fitted curve in the direction sought with a large enough effect; inconclusive = small, poorly fitted or top-dose-only effect, or another doubt; inactive = no such curve, though single readings can be large; an effect the other way counts as inactive or inconclusive.

SMILES,CCT modulator,Mm-Cpn inhibitor,ATXN viability,HepG2 viability,Nrf2 ARE act,TGFb inhibitor,Akt phos inh,Nrf2 inh,A549 tox
C#CCN1N=C(c2ccc(C)cc2)CSC1=O,-2.8,x,i,18%,0.8%,-12%,i,-1%,9%
C[n+]1c2n(c3ccccc31)N=C(c1cc(C(C)(C)C)c(O)c(C(C)(C)C)c1)CS2,0.6,1%,22µM*,-160%,-1.9%,6.3µM*,i,18µM*,u
CCOC(=O)N1CCC(NC(=O)c2ccc(CS(=O)c3cccc(C)c3)o2)CC1 (stereo unspecified),-2.4,-3%,i,-1%,0.2%,-3%,i,12%,0%
COc1ccc2cc(-c3[nH]ncc3CN3CCCN(c4ccccc4)CC3)ccc2c1,1.7,0%,i,-107%,3.5%,u,i,-19%,u
O=c1c2ccccc2cnn1CCOc1ccccc1,0.1,0%,i,-44%,-2.8%,-1%,i,u,7%
O=C(c1c[nH]c2ccc(S(=O)(=O)N3CCOCC3)cc2c1=O)N1CCCC1,-1.9,0%,i,-1%,-0.6%,4%,i,13%,-2%
Cc1ccc(N(C(=O)c2csnn2)C(C(=O)NCc2ccccc2)c2ccccn2)cc1 (stereo unspecified),-0.3,-1%,i,-13%,2.9%,-2%,i,-17%,1%
CN1C2C=CC(=O)C1C1C(=O)N(c3ccccc3)C(=O)C12 (stereo unspecified),1.2,x,u,-22%,u,0%,i,x,x
COc1cc(/C=C/C(=O)OCC(=O)Nc2nnc(-c3ccccc3)o2)cc(OC)c1OC,-3.2,-12%,u,-7%,-0.6%,3%,i,-2%,-1%
Cc1nc2ccccc2c(=O)n1NC(=O)c1ccccc1F,1.0,1%,i,8%,-0.8%,1%,i,-9%,-3%
CCOC(=O)C(C)(C)Oc1cccc2c1S(=O)(=O)c1ccccc1-2,2.8,x,i,14%,-0.1%,39%,i,3%,-1%
COc1cccc(C(C2=C(O)CC(C)(C)CC2=O)C2C(=O)CC(C)(C)CC2=O)c1 (stereo unspecified),0.7,-1%,i,22%,-0.3%,11%,i,13%,0%
O=C(CCn1nnc2ccccc21)OCC(=O)c1ccc([N+](=O)[O-])cc1,1.0,2%,i,-8%,-0.9%,-2%,i,-7%,0%
CCOC(=O)c1cnc2c(C)c(Cl)ccc2c1N1CCOCC1,0.9,-1%,i,8%,1.4%,4%,i,8%,-3%
O=C(COC(=O)c1ccc(S(=O)(=O)Nc2ccccc2)cc1)NC1CCCC1,1.5,1%,i,-15%,-0.2%,-4%,i,-16%,5%
CCCN1Cc2cccc(C(=O)Nc3ccc4c(c3)OCO4)c2C1=O,-0.9,0%,i,-25%,2.1%,-1%,i,u,-5%
O=C(NCc1ccccn1)c1nn(-c2ccccc2F)nc1CO,x,x,x,-6%,0.1%,0%,x,u,-13%
CCCn1c(C(C)C)n[nH]c1=S,-1.9,-1%,i,6%,-0.1%,0%,i,-22%,1%
CCSc1nnc(C)c2ccccc12,-2.1,-13%,i,7%,-0.4%,-8%,i,u,0%
COc1ccc(Cn2c(SCC(=O)NCc3ccccc3)nc3ccccc32)cc1,x,x,u,-30%,4.6%,u,x,x,1%
Nc1ncc2c(n1)CCN(c1ccc([N+](=O)[O-])cc1)C2,1.8,0%,i,-12%,1.8%,-6%,i,-8%,-19%
N#Cc1cc([N+](=O)[O-])ccc1NCCN1CCOCC1,-1.7,-6%,i,12%,0.2%,8%,i,-1%,-12%
CCN(CC)C(=O)COC(=O)C1CCN(S(=O)(=O)c2ccc3c(c2)OCCO3)CC1,0.2,-1%,i,1%,0.1%,-3%,i,0%,-7%
Nc1c(C(=O)Nc2ccccc2F)sc2nc(Cc3ccccc3)cc(C(F)(F)F)c12,-0.5,-4%,x,15%,0.0%,0%,-109%*,u,u
Cc1c(Cl)cccc1NC(=O)CCN1CCCCC1,-2.0,0%,i,-13%,-0.3%,-1%,i,10%,-3%
Cc1ccccc1N(Cc1cc(=O)[nH]c2ccccc12)C(=O)C(C)C,-1.0,1%,u,-18%,-0.3%,u,i,1%,-1%
COc1ccc(-c2cc(C(=O)N3CCCCCC3)no2)cc1,0.3,0%,i,-14%,-0.9%,12%,i,141%,5%
COc1ccc(CCNC(=O)c2cc(-c3ccc(Cl)cc3)on2)cc1OC,x,x,i,5%,-0.9%,2%,x,-6%,-5%
O=c1c2ccccc2cnn1Cc1n[nH]c(=S)n1-c1ccccc1,1.1,2%,i,-10%,-0.3%[9.22 µM],u,i,1%,13%
CCOc1ccc(-c2nnc(SCC(=O)Oc3ccccc3)o2)cc1,x,x,x,4%,-4.7%,4%,x,-2%,2%
COc1ccc(NC(=S)N2CCN(c3ccccn3)CC2)cc1,-0.4,-5%,i,-2%,-0.1%,5%,i,-10%,-6%
Cc1noc(C)c1CSc1nc2ccccc2n1CCc1ccccc1,-1.6,-2%,i,-20%,3.9%,u,i,u,-28%
O=C(CN(C(=O)CCC(=O)Nc1ccccn1)c1ccc(F)cc1)NCc1ccc(F)cc1,2.4,0%,i,-36%,-0.5%,6%,i,6%,1%
CS(=O)(=O)N(CC(=O)Nc1ccc(S(=O)(=O)N2CCOCC2)cc1)c1ccccc1Cl,-1.4,1%,i,-22%,0.0%,u,i,-5%,-2%
N#C/C(=C\c1ccc(-c2ccccc2[N+](=O)[O-])o1)C(=O)Nc1nc(-c2cccs2)cs1,-3.4,-1%,i,-6%,-0.4%,0%,i,u,-11%
Cc1cc(=O)n2c(C(=O)Nc3ccc(Br)cc3)c(C(=O)Nc3ccccc3)sc2n1,x,x,i,-4%,0.3%,-12%,x,18%,-1%
CCc1ccccc1NC(=O)CN1CCN(C(=O)C(C)NC(=O)c2ccc(Cl)cc2)CC1 (stereo unspecified),-0.1,-2%,u,-1%,0.4%,u,i,u,-14%
CC(C)(C)c1cc(N)n(-c2ccc(C(=O)O)cc2)n1,0.5,-3%,i,-3%,-0.9%,10%,i,1%,-2%
CCn1c(SCc2ccc(F)cc2)nnc1C1CCN(S(=O)(=O)c2ccc(OC)cc2)CC1,0.1,-2%,i,-1%,-0.6%,3%,i,u,-5%
CCCCOc1ccc(CNC(=O)c2ccc3c(c2)N(C)C(=O)C2CCCCN32)cc1 (stereo unspecified),x,x,i,-24%,13%,u,x,x,4%
O=C(COC(=O)c1cc([N+](=O)[O-])ccc1N1CCOCC1)Nc1ccc(Cl)cc1,0.3,0%,u,-34%,-0.4%,-12%,i,18µM*,u
CC(C)(C)NC(=O)C(=O)NNC(=O)COc1ccccc1,-2.9,0%,i,2%,-0.9%,1%,i,11%,1%
Cc1ccc(N(CC(=O)NCc2ccc(Cl)cc2)S(C)(=O)=O)cc1,-3.3,1%,i,7%,0.5%,-4%,i,3%,0%
Cc1ccc(CNc2nc(C)cs2)cc1,1.0,-3%,i,-1%,1.8%,-1%,i,u,5%
CCOCCCNC(=O)CCn1ccc2cc(S(=O)(=O)N3CCCC3)ccc21,-0.9,2%,i,-6%,-0.5%,1%,i,0%,0%
COc1ccc(CN(C(=O)c2nsc(Cl)c2Cl)C(C(=O)NC2CCCC2)c2ccc(OC)cc2)cc1 (stereo unspecified),-1.6,1%,i,-8%,-0.5%,6%,i,0%,0%
CC(=O)Nc1cc(-c2cccc(F)c2)cn2c(-c3ccccc3)cnc12,0.7,x,i,-40%,11%,-25%,i,x,x
O=C(CSc1nccn1Cc1ccc(Cl)cc1)Nc1ccc2c(c1)OCCO2,x,x,x,-22%,3.3%,-13%,x,x,0%
COC(=O)c1cn(C(=O)c2ccccc2F)nc1N,-0.6,0%,i,7%,0.4%,13%,i,1%,6%
CC(=O)c1sc(Nc2cccc(C)c2)nc1C,-1.1,-10%,i,3%,u,8%,i,u,-17%

Later entries.
SMILES,CCT modulator,Mm-Cpn inhibitor,ATXN viability,HepG2 viability,Nrf2 ARE act,TGFb inhibitor,Akt phos inh,Nrf2 inh,A549 tox
CCN(CC)C(=O)c1oc2ccc(S(=O)(=O)N3CCCCCC3)cc2c1C,1.1,1%,i,-20%,2.4%,u,x,u,-5%
COc1cccc(-n2c(SCC(=O)O)nnc2-c2cccnc2)c1,0.2,-1%,i,-7%,-0.6%,0%,i,7%,-6%
O=C(CSc1nnc(Nc2ccccc2F)s1)c1cc2ccccc2o1,-0.8,-8%,i,-21%,8.2%,-11%,i,11%,1%
Cc1cc(Cl)cc(Cl)c1OCCOc1cccc2cccnc12,-5.3,-4%,i,-49%,2.7%,11µM*,i,-29%,2%
CCNc1nc(NC(C)CC)nc(Oc2ccc(OCC)nn2)n1 (stereo unspecified),0.3,4%,i,1%&-19%,20%&23%,24%&19%,i,u,12%&0%
CC1CCN(Cc2c(C(=O)N/N=C/c3cc(Br)ccc3O)nnn2-c2nonc2N)CC1,-1.3,u,u,-48%,-1.4%,u,i,u,-10%

Bioassay records from PubChem BioAssay.
